MgcRacGAP inhibition = MgcRacGAP GTPase-activating activity inhibitors, confirmation, biochemical, ADP Hunter fluorescence. one-dose inhibition, % at 30 µM; IC50 in µM for titrated hits. actives 0.6% (n = 340,000). MgcRacGAP-stimulated Rac1 GTP hydrolysis, ADP Hunter fluorescence; higher % means a stronger effect; GST-tagged Rac1 F28L mutant substrate;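 active means first-screen hits whose inhibition reached a set limit at any dose in the follow-up dose series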;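 further: fluorescence reports GDP produced by GAP-driven GTP hydrolysis; strong numbers were not always called active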
K1F lysis inhibition = inhibition of K1F phage lysis, E. coli UTI89, bacterial capsule biogenesis inhibitors, alamar blue (AID 488966); E. coli UTI89 K1F phage lysis, alamar blue, 2 h; higher % means a stronger effect; inhibition, % at 100 µM; hits with a dose series show IC50 in µM; actives 0.02% (n = 340,000);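 active means phage lysis inhibition, versus mean bacterial control, above a set limit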;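 further: capsule biogenesis inhibitors block K1F phage lysis so surviving cells raise fluorescence; higher fluorescence means more inhibition of phage lysis; actives were called in the ten point dose series up to 300 µM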
SV40 large T antigen = SV40 large T antigen inhibitors, biochemical (AID 1903); SV40 large T antigen ATPase/helicase inhibition assay; higher % means a stronger effect; inhibition, % at 20 µM, or IC50 in µM where a hit was titrated; actives 0.39% (n = 310,000); in the data active means a potency from the dose series; further: strong numbers were not always called active
Dengue-2 NS5 capping = Dengue-2 NS5 methyltransferase inhibitors, primary screen, biochemical, confirmation dose response (AID 588689); Dengue-2 NS5 methyltransferase capping enzyme assay, biochemical; higher % means a stronger effect; inhibition, % at 25 µM, or IC50 in µM where a hit was titrated; actives 0.3% (n = 340,000); in the data active means a potency from the dose series
West Nile virus CPE = West Nile virus antiviral activity, cell-based, CPE readout (AID 1621); actives 0.02% (n = 290,000); CPE inhibition, % at 10 µM; hits with a dose series show IC50 in µM; West Nile virus-infected cells, CPE inhibition; higher % means a stronger effect; in the data active means a potency from the dose series; further: strong numbers were not always called active
SIAH1 antagonists = Siah-1 peptide-binding antagonists, primary screen, biochemical, fluorescence polarization, rhodamine-plectin, uHTS (AID 1817); actives 0.02% (n = 290,000); displacement, % at 20 µM; hits with a dose series show IC50 in µM; Siah-1 / rhodamine-plectin peptide fluorescence polarization; higher % means a stronger effect;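 active means displacement of at least 50% at 20 µM, with a fluorescence ratio check between 0.3 and a set limit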;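 further: plate controls were Siah plus tracer with DMSO for no effect and tracer alone without Siah for full effect; strong numbers were not always called active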
RSV CPE inhibition = RSV antiviral activity via CPE protection, HEp-2 cells, primary 10 µM value included (AID 2391) | HEp-2 cells, RSV-induced CPE inhibition; higher % means a stronger effect | one-dose CPE inhibition, % at 10 µM; IC50 in µM for titrated hits | actives 0.13% (n = 310,000); in the data active means a potency from the dose series; further: strong numbers were not always called active
NTR1 ag = agonists of NTR1, primary screen, imaging, U2OS cells, beta-arrestin-GFP, high content (AID 493036). P30989. NTR1-U2OS beta-arrestin-GFP spot imaging, agonist mode. activation, % at 20 µM. actives 0.17% (n = 330,000);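 active means activation at or above 40% of the spot to cytoplasm intensity ratio, with at least 20 cells analyzed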;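 further: 0% = DMSO without peptide and 100% = 100 nM NTR1 peptide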
Target sequence (P30989 whole entry, looked up): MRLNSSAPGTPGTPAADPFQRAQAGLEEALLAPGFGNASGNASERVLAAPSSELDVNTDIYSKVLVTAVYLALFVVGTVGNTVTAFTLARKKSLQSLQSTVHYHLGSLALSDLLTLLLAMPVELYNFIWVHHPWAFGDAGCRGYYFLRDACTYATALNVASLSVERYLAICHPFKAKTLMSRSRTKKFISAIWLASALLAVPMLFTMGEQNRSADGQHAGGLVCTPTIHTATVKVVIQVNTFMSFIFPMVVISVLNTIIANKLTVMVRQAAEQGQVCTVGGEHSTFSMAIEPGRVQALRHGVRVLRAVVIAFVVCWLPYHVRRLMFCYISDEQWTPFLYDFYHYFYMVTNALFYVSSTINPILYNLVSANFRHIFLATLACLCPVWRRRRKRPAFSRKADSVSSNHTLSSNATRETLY
AID2073 = disruptors of CaV2.2 binding to Mint1 – biochemical, HTRF (AID 2073); HTRF protein-protein interaction, Mint1-CaV2.2; higher % means a stronger effect; inhibition, % at 20 µM, or IC50 in µM where a hit was titrated; actives 0.19% (n = 290,000); in the data active means inhibition mostly above about 51%, no sharp cut-off; further: some results filed as inactive read as strong as hits
NTR1 ag cell count 20 µM = further read-out of NTR1 ag, marked with its call; cell count; measured here: cell count, cytotoxicity flag
Dengue-2 NS5 capping pilot replicate = recorded beside Dengue-2 NS5 capping, whose call it bears; inhibition, %; measured here: pilot screen replicate inhibition
An asterisk follows results filed as active; nt = no result given; [ ] = dose if it differs, or a comment.

SMILES	MgcRacGAP inhibition	K1F lysis inhibition	SV40 large T antigen	Dengue-2 NS5 capping	West Nile virus CPE	SIAH1 antagonists	RSV CPE inhibition	NTR1 ag	NTR1 ag cell count 20 µM	AID2073	others
CC(C)(C)n1nnnc1C(c1ccccc1)N1CCc2ccccc2C1 (stereo unspecified)	-1%	1.3%	4%	-11%	13%	4%	3.0%	0.8	61	-1%
COc1cccc(C(=O)N2CCC(n3nccc3NC(=O)CCOc3ccccc3)CC2)c1	10%	0.4%	nt	-9%	0.4%	0%	0.1%	-0.2	67	16%
O=C(CCC(=O)Nc1ccc(F)cc1)N/N=C/c1ccc(F)cc1	nt	0.2%	4%	-7%	-0.2%	-3%	-0.5%	-1.3	100	13%
O=C(CC1C(=O)NCCN1C/C=C/c1ccccc1)NCCc1cnccn1 (stereo unspecified)	8%	-0.2%	6%	-5%	0.5%	14%	0.6%	0.5	71	-5%
COc1ccc(NC(=O)CSc2nncs2)cc1OC	8%	0.5%	3%	-4%	0.1%	2%	1.3%	-1.5	78	-3%
O=C(CC1C=Cc2ccccc2N1C(=O)c1ccccc1)c1ccccc1 (stereo unspecified)	8%	0.3%	6%	-9%	-0.5%	0%	12%	6.1	81	35%
Cc1ccc(S(=O)(=O)N2CCCC2C(=O)O)cc1 (stereo unspecified)	11%	1.7%	5%	4%	0.2%	-3%	2.7%	-1.1	41	6%
COc1ccc(OCC(O)Cn2c(=N)n(CCN3CCCCC3)c3ccccc32)cc1 (stereo unspecified)	18%	8.9%	8%	2%	-0.3%	0%	-0.8%	-1.6	52	9%
CCOC(=O)c1cnc2ccc(OCC)cc2c1NCc1cccnc1	10%	0.0%	6%	-5%	-1.4%	-2%	9.2%	5.4	66	-8%
O=C(c1ccc2ccccc2n1)N1CCN(Cc2c(F)cccc2Cl)CC1	5%	-0.3%	2%	-1%	-0.7%	4%	6.5%	-1.1	41	-3%
O=C(Cc1ccc(F)cc1)Nc1ccc(F)c([N+](=O)[O-])c1	2%	-0.3%	18%	-11%	-0.4%	1%	1.1%	0.0	40	6%
Cc1cccc(NC(=O)c2cccc(C(=O)Nc3cccc(C)c3)n2)c1	9%	0.9%	16%	4%	nt	nt	4.9%	-0.6	38	nt
COc1cc2c(cc1NC(=O)CSCC(=O)O)oc1ccccc12	6%	-2.1%	4%	10%	0.4%	-2%	0.7%	-5.5	92	-1%
CC1CCCCN1CCNC(=O)C1CC(=O)N(c2ccc(F)c(Cl)c2)C1 (stereo unspecified)	16%	0.5%	1%	-2%	-0.1%	1%	2.5%	-1.9	36	4%
CCN(CC)S(=O)(=O)c1ccc(C(=O)NCc2ccc3c(c2)OCO3)cc1	1%	5.3%	16%	-4%	-0.2%	6%	0.8%	0.4	53	-1%

Among those listed so far, 4 contain a halogen:
SMILES	MgcRacGAP inhibition	K1F lysis inhibition	SV40 large T antigen	Dengue-2 NS5 capping	West Nile virus CPE	SIAH1 antagonists	RSV CPE inhibition	NTR1 ag	NTR1 ag cell count 20 µM	AID2073	others
O=C(CCC(=O)Nc1ccc(F)cc1)N/N=C/c1ccc(F)cc1	nt	0.2%	4%	-7%	-0.2%	-3%	-0.5%	-1.3	100	13%
O=C(c1ccc2ccccc2n1)N1CCN(Cc2c(F)cccc2Cl)CC1	5%	-0.3%	2%	-1%	-0.7%	4%	6.5%	-1.1	41	-3%
O=C(Cc1ccc(F)cc1)Nc1ccc(F)c([N+](=O)[O-])c1	2%	-0.3%	18%	-11%	-0.4%	1%	1.1%	0.0	40	6%
CC1CCCCN1CCNC(=O)C1CC(=O)N(c2ccc(F)c(Cl)c2)C1 (stereo unspecified)	16%	0.5%	1%	-2%	-0.1%	1%	2.5%	-1.9	36	4%

The listing picks up with the 3 entries that preceded the break.
SMILES	MgcRacGAP inhibition	K1F lysis inhibition	SV40 large T antigen	Dengue-2 NS5 capping	West Nile virus CPE	SIAH1 antagonists	RSV CPE inhibition	NTR1 ag	NTR1 ag cell count 20 µM	AID2073	others
COc1cc2c(cc1NC(=O)CSCC(=O)O)oc1ccccc12	6%	-2.1%	4%	10%	0.4%	-2%	0.7%	-5.5	92	-1%
CC1CCCCN1CCNC(=O)C1CC(=O)N(c2ccc(F)c(Cl)c2)C1 (stereo unspecified)	16%	0.5%	1%	-2%	-0.1%	1%	2.5%	-1.9	36	4%
CCN(CC)S(=O)(=O)c1ccc(C(=O)NCc2ccc3c(c2)OCO3)cc1	1%	5.3%	16%	-4%	-0.2%	6%	0.8%	0.4	53	-1%
O=C(N/N=C\c1ccc2c(c1)OCO2)c1ccc(Cn2cc(Br)c([N+](=O)[O-])n2)o1	2%	-0.2%	6%	-4%	-0.2%	-1%	3.4%	-0.7	74	0%
N#Cc1ncc(C(F)(F)F)cc1Sc1ccc(N)cc1	4%	0.3%	-1%	-10%	0.2%	-2%	10%	-1.0	48	-6%
CCn1c(=O)c([N+](=O)[O-])c(NCCN(C)C)c2ccccc21	8%	-0.4%	nt	-2%	-0.4%	-1%	-1.4%	-0.9	32	49%
Cc1ccc(CNS(=O)(=O)c2cc(F)ccc2CN2C(=O)c3cccnc3C2=O)o1	-24%	0.2%	2%	7%	0.0%	-4%	0.2%	0.2	81	-1%
CCn1ccnc1CNC(=O)CC1C(=O)NCCN1CCCc1ccccc1 (stereo unspecified)	6%	0.0%	11%	3%	0.0%	3%	0.4%	0.3	52	5%
CCCC1=[N+](CC(=O)c2ccc(Br)cc2)CCn2cccc21	-11%	-3.1%	12%	-42%	-0.4%	4%	21%	0.1	41	4%
CCOc1ccc(OCC)c(NC(=O)CSc2nc3ccccc3c(=O)n2C)c1	0%	-0.3%	4%	0%	0.3%	0%	1.8%	5.8	79	-2%	Dengue-2 NS5 capping pilot replicate=2.7
O=C(CSc1nnc(-c2ccco2)n1CC1CCCO1)c1ccccc1 (stereo unspecified)	9%	1.0%	14%	-9%	-0.3%	-2%	0.3%	-4.9	101	-8%
C[C@]12C(=O)N(c3ccc(Br)cc3)C(=O)N1[C@@H]1c3ccccc3OC[C@@H]1[C@H]2c1ccccc1	4%	2.2%	11%	-7%	-0.9%	2%	8.9%	-0.6	51	28%
O=C1c2ccccc2C(=O)N1c1ccccc1S(=O)C(F)(F)F (stereo unspecified)	-2%	0.2%	20%	-5%	0.3%	1%	1.3%	0.6	33	4%
O=C(COC(=O)c1cc(=O)[nH]c2ccccc12)NCc1cccs1	9%	1.7%[50 µM]	12%	-11%	0.1%	-1%	1.5%	1.2	52	13%
CC(C)(C)c1ccc(NC(=O)COC(=O)C2=COCCO2)cc1	14%	1.8%	2%	5%	0.4%	0%	0.5%	-0.1	51	1%
C=CCNC(=O)CN(c1ccccc1OCC)S(=O)(=O)c1ccc(C)cc1	5%	0.1%	18%	2%	-1.4%	-6%	1.7%	0.6	87	4%
CCC(C)C(NC(=O)c1ccc(Cl)cc1)C(=O)Nc1cccnc1 (stereo unspecified)	-17%	-0.5%	-3%	-17%	-0.7%	-3%	1.7%	0.0	51	0%
N#Cc1cn(-c2ccccc2)nc1-c1ccccc1	0%	1.0%	7%	-5%	0.7%	-1%	0.8%	1.1	66	12%
Clc1ccc(-c2cc(CN3CCOCC3)no2)cc1	3%	0.9%	18%	-1%	-1.5%	2%	1.2%	-0.1	93	1%
Cc1noc(C)c1NC(=O)Nc1cccc2c1O[C@H](CN(C)C(=O)Nc1ccc(C(F)(F)F)cc1)[C@@H](C)CN([C@H](C)CO)C2=O	2%	-1.0%	nt	2%	nt	nt	nt	-1.1	55	nt
COc1cc(/C=N/NC(=O)c2ccc(Cl)cc2)ccc1OCC(=O)N1CC(C)OC(C)C1 (stereo unspecified)	7%	-0.1%	14%	-11%	0.2%	22%	6.0%	1.4	46	2%
CCCC12CN3CCN(CC(C3)/C1=N\NC(=O)Nc1ccccc1)C2	5%	4.1%	0%	-1%	0.2%	9%	0.5%	2.0	62	2%
FC(F)(F)c1cc(-c2ccco2)nc(-n2nc(C(F)(F)F)cc2C2CC2)n1	-4%	6.6%	8%	1%	0.4%	3%	0.0%	6.7	50	3%
CCN1/C(=C\C(=S)Nc2ccccc2)Sc2ccccc21	18%	0.3%	8%	-6%	-0.8%	-6%	-0.5%	3.0	57	-9%
COc1ccc(NS(=O)(=O)N2CCOCC2)cc1	3%	-0.6%[50 µM]	7%	0%	-0.6%	2%	1.3%	-0.1	64	7%
CC(C)c1ccc(NC(=O)CN2CCN(c3ccccn3)CC2)cc1	8%	0.1%	3%	4%	-0.9%	-1%	0.4%	0.0	97	-1%
Cc1ccc(NC(=O)c2ccc(Cl)c(S(=O)(=O)N3CCCC3)c2)nc1	1%	1.3%[50 µM]	2%	-4%	nt	nt	11%	0.4	54	nt
COc1cccc2sc(N)nc12	6%	-1.0%	nt	-4%	nt	nt	1.1%	1.3	65	nt
CCCCNC(=O)c1cn(CC)c2ccc(S(=O)(=O)N3CCCCCC3)cc2c1=O	3%	0.0%	9%	0%	1.5%	5%	4.5%	1.9	52	18%
O=C(O)c1ccc(N/N=C/c2ccc(OC(=O)c3cccc(Cl)c3)cc2)cc1	-2%	-0.6%	6%	-3%	1.0%	18%	6.2%	3.5	52	6%
COc1ccc(NC(=O)C23CCC(C2)C(C)(C)C3=O)cc1 (stereo unspecified)	4%	0.9%	5%	-4%	0.3%	6%	-0.5%	14	81	-4%
COc1ccc(C(=O)Nc2ccc(S(=O)(=O)N3CCN(C)CC3)cc2)cc1	7%	0.4%	8%	-14%	nt	nt	3.3%	2.5	60	nt
Cc1nn(-c2ccccc2)c(C)c1-c1cc(C(=O)N/N=C/c2cccnc2)[nH]n1	nt	nt	4%	nt	1.3%	6%	-2.8%	3.7	57	-11%
Nc1nonc1-n1nnc(C(=O)N/N=C/c2ccc(O)cc2)c1CN1CCCCCC1	2%	-0.1%	nt	-2%	nt	nt	2.0%	0.9	55	nt
Cc1cc(OCc2cc(C(=O)N(C)CCCN3CCOCC3)no2)cc(C)c1Cl	11%	0.1%	5%	-7%	0.5%	-2%	5.7%	-0.2	58	6%
CCc1ccc(CNC(=O)CCC(=O)n2ncc3cc(C)ccc32)cc1	-3%	-0.7%	18%	-1%	0.1%	4%	2.9%	3.4	90	-4%

Screening data as filed in PubChem BioAssay.
